Tb PFK inh = T. brucei PFK enzyme inhibition | hit rate 0.17% among 330,000 | AID 485367 | Potency, µM (series often up to 57.5 µM), without a hit: top-dose activity, negative = inhibition, hits mostly inhibitors | O15648 | T. brucei PFK, ADP-Glo luminescence;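 also: potency is read from the fitted curve at half-maximal effect; 0% = uninhibited 1x PFK enzyme wells and -100% = no-enzyme wells; nearly all actives have a fitted effect of over 60% in size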
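Compounds were pin-transferred as a titration series up to 57 uM into substrate buffer (0.5 mM F6P, 0.1 mM ATP, pH 8.0), then 1.25 nM PFK was added and reactions ran 45 min before ADP-Glo detection.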
Giardia killer = Giardia lamblia killing. activity change, % at 7.66 µM, hits read low. hit rate 0.15% among 340,000. Giardia lamblia trophozoite viability; in the data active = activity change below about -80%; inconclusive = between about -30% and that limit;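 also: parasites exposed to compound for two days anaerobically before the ATP read; % is scaled to controls: 0 for no effect and ±100 for the full control effect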
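Giardia trophozoites, 100 cells per well, were exposed to compounds for 48 hrs at 37 deg C under anaerobic conditions; viability was then read as ATP content by bioluminescence after 15-30 min at room temperature.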
PTAP TSG101 blk = blocks PTAP/TSG101 interaction to inhibit HIV-1 budding | Q99816 | Fluorescence polarization, FITC-PTAP peptide / Tsg101 binding | Potency, µM (doses to about 115 µM), inactives show at the highest dose activity change, negative = inhibition, hits mostly inhibitors | 340,000 tested, under 10 active | AID 493005; active = well fitted inhibition curve with a large enough effect in the main read-out, with a control signal flat, not every such curve was filed as active; inconclusive = small, poorly fitted or top-dose-only effect, or effect the other way, or a change in a side signal; inactive = no such curve, though single readings can be large or run the other way; also: potency is read from the fitted curve at half-maximal effect; % of control where 0% means no effect
Target sequence (Q99816 whole entry, looked up): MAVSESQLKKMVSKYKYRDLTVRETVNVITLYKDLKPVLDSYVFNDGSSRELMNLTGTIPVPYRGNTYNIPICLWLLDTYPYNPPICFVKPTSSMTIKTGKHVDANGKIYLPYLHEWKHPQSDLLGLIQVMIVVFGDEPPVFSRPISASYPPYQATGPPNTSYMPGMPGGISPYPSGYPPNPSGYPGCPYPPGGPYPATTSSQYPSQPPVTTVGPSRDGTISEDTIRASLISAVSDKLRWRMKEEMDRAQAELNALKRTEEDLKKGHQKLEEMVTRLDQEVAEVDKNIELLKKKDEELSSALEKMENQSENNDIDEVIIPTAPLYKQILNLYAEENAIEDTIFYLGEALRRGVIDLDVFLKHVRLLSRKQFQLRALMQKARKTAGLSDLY
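Compounds were pin-transferred onto Tsg101 binding domain (10 uM final) in HEPES pH 7.5 buffer, then FITC-PTAP peptide was added at 50 nM final. After 20 min at RT, polarization reported peptide displacement across a qHTS concentration series.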
GALK inhibitor = blocks human galactokinase activity; P51570; Purified GALK, Kinase-Glo residual ATP luminescence; Potency, µM (top dose mostly 57.5 µM), inactives show at the highest dose activity change, negative = inhibition, usual class: inhibitors; hit rate 0.007% among 270,000; AID 1868; also: potency is read from the fitted curve at half-maximal effect; % is scaled to controls: 0 for no effect and ±100 for the full control effect
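Quantitative HTS: GALK 5 nM, ATP 35 uM, galactose 100 uM, 1 h room temperature, then luciferase-based ATP detection.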
Integrin act MD = activates integrin-mediated alleviation for muscular dystrophy; alpha7betagal myoblasts, beta-gal FDG fluorescence, 48 h; Potency, µM (titrated, usually from 38.3 µM), without a hit: at the top dose activation, hits mostly activators; hit rate 0.064% among 350,000; AID 624291;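 also: potency is read from the fitted curve at half-maximal effect; 100% = response of the positive control SU9516; nearly all actives have a fitted effect of over 60% in size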
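alpha7betagal+/- myoblasts (passage 13, 250/well) treated 48 h at 37C with compounds at 1:260 dilution of DMSO stock. Lysed, then beta-galactosidase activity read as FDG fluorescence (ex 480/em 540) after 30 min, with pre-read for autofluorescence.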
PKM2 activator = increases activity of human pyruvate kinase M2 | P14618 | purified PKM2, Kinase-Glo ATP luminescence, activation; response scale: 0% is enzyme alone, no compound | Potency, µM (series often up to 57.5 µM), for inactives: top-dose activation, actives largely listed as activators | hit rate 0.34% among 260,000 | AID 1631; also: potency is read from the fitted curve at half-maximal effect; % is scaled to controls: 0 for no effect and ±100 for the full control effect; nearly all actives have a fitted effect of over 55% in size
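Purified hPK-M2 (>95% pure) converted ADP (0.1 mM final) to ATP with 0.5 mM PEP in 50 mM imidazole pH7.2, KCl, MgCl2, Tween 20, BSA; 1 h at room temperature. ATP detected by Kinase-Glo luminescence.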
S-ASM inh = blocks human secretory acid sphingomyelinase | placental ASM, HMU-PC fluorogenic substrate, 60 min | Potency, µM (doses to about 57.5 µM), for inactives: at the top dose activity change, negative = inhibition, usual class: inhibitors | hit rate 0.006% among 340,000; also: potency is read from the fitted curve at half-maximal effect
Target sequence (P17405 47-631 limits assumed): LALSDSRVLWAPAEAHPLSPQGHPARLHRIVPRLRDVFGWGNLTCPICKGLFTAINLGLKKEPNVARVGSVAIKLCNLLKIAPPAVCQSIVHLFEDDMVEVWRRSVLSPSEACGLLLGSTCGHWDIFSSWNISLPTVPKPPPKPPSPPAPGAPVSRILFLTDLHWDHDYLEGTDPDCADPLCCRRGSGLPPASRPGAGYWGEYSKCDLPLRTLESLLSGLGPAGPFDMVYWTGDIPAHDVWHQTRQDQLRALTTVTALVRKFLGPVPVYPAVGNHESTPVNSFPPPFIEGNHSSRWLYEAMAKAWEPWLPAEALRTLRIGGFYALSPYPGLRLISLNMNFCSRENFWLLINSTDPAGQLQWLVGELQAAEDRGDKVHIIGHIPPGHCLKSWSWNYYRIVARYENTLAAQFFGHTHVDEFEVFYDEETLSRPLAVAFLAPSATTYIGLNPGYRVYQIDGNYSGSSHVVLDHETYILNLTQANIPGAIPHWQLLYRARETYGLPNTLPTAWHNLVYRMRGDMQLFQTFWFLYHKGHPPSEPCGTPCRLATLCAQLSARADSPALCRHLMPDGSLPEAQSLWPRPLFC
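qHTS format. ASM enzyme prepared from human placenta hydrolyses the fluorogenic substrate HMU-PC0 (9 uM final) over 60 min at 37 °C after a 10 min compound preincubation.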
Chronic BCR inh = blocks chronic active B-cell receptor signaling; ABC-DLBCL IkBa-CBG/CBR reporter, luminescence ratio, 4 h; Potency, µM (doses to about 46.1 µM), without a hit: top-dose ratio change, negative = lower green/red ratio, hits mostly inhibitors; hit rate 0.05% among 340,000; active = well fitted inhibition curve with a large enough effect in the signal ratio, with a control signal flat, not every such curve was filed as active; inconclusive = small, poorly fitted or top-dose-only effect, or effect the other way, or a change in a side signal; the % refers to the signal ratio;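 also: potency is read from the fitted curve at half-maximal effect; plate controls were basal doxycycline-induced cells for no effect and cells given 10 µM MG132 for full effect; MG132 reads +100%, hits lower the ratio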
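TMD8 human ABC-DLBCL cells with doxycycline-inducible IκBα–green luciferase fusion and unfused red luciferase, in 0.5% FBS medium; compounds up to 46 uM, 4 h at 37C. Green/red luminescence ratio, filter-overlap corrected, fitted to concentration-response curves.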
Menin MLL FP TR = displaces Texas Red mutant MLL peptide from human menin; Menin + Texas Red MLL mutant peptide, fluorescence polarization; Potency, µM (top dose mostly 61.6 µM), inactives show top-dose FP activity change, negative = inhibition, usual class: inhibitors; hit rate 0.23% among 270,000; AID 1768; active = well fitted inhibition curve with a large enough effect in the polarisation, with a control signal flat, not every such curve was filed as active; inconclusive = small, poorly fitted or top-dose-only effect, or effect the other way, or a change in a side signal; inactive = no such curve, though single readings can be large or run the other way; the % refers to the polarisation; also: potency is read from the fitted curve at half-maximal effect; % of control where 0% means no effect; many of its hits are not listed in these tables
Coupling enz = coupling enzyme interference in Giardia aldolase counter-screen | activity change, negative = inhibition, % at 58.2 µM, hits read low | AID 2472 | coupling enzyme system counterscreen, AmpLite Red fluorescence | hit rate 0.67% among 290,000; in the data active = activity change below about -30%; also: % is scaled to controls: 0 for no effect and ±100 for the full control effect
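Activity here indicates interference with the coupling reaction, not aldolase inhibition. Compounds at 57.5 uM final met coupling enzymes for 10 min at RT; substrate and AmpLite Red detection followed, with a 525/598 nm fluorescence read after 20 min.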
B2AR arrestin = beta2AR (human) beta-arrestin recruitment activity; beta-arrestin recruitment to beta2AR, cell-based reporter; AID 492947; Potency, µM (doses to about 46.1 µM), without a hit: at the top dose activation, most hits filed as activators; hit rate 0.02% among 330,000; P07550;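 also: potency is read from the fitted curve at half-maximal effect; 0% = DMSO controls and full agonism = EC100 isoproterenol or metaproterenol; nearly all actives have a fitted effect of over 65% in size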
Active calls of the source: *; ? = inconclusive; nt = not tested or not shown; [ ] = remark or other dose. Unless noted, calls follow the shape of the dose curve; as a rule, active = well fitted curve in the direction sought with a large enough effect; inconclusive = small, poorly fitted or top-dose-only effect, or another doubt; inactive = no such curve, though single readings can be large; an effect the other way counts as inactive or inconclusive. These rows are one share of the data, so the mix of outcomes need not match the whole.

no.	canonical_smiles	Giardia killer	Integrin act MD	S-ASM inh	Coupling enz	PTAP TSG101 blk	GALK inhibitor	Menin MLL FP TR	Tb PFK inh	B2AR arrestin	PKM2 activator	Chronic BCR inh
1	CCC(C)C(=O)Nc1nc2ccc(OC)cc2s1 (centres undefined)	5	1%	-1%	3	-7%	5%	nt	1%	-0.4%	-6%	?
2	COc1cccc(/C=C/C(=O)N2CCN(c3n[nH]c(=O)[nH]c3=O)CC2)c1OC	-17	26%	-1%	-3	-2%	5%	-9%	-10%	0.0%	-1%	11%
3	Cc1ccc(C(=O)OCc2nc3ccccc3s2)o1	39[activator]	-13%	-1%	nt	-4%	nt	nt	1%	-0.3%	nt	7%
4	CC(=O)Nc1cc(C(=O)N2CCc3ccccc3C2)ccc1Sc1ccc(F)cc1	7	21%	2%	2	-2%	0%	-5%	-6%	-0.2%	-8%	2%
5	COCCNc1nc2nonc2nc1NC(C)c1ccccc1Cl (centres undefined)	-9	3%	6%	2	1%	0%	17%	1%	0.0%	1%	7%
6	Cc1cc(NC(=O)Cn2nc(-c3cccs3)ccc2=O)cc(C)c1Br	-9	0%	-5%	1	-4%	0%	45%[activator]	-1%	-1.0%	-6%	8%
7	CCOC(=O)c1ccc(NC(=O)C2(c3ccc(Cl)cc3)CCCC2)cc1	-14	-13%	-16%	-3	1%	-6%	nt	0%	-0.8%	-1%	7%
8	N#Cc1ccc(COC(=O)c2ccccn2)cc1	nt	nt	nt	0	nt	-2%	1%	-6%	0.1%	-4%	4%
9	Brc1cc2c(cc1/C=N/Nc1nc(N3CCOCC3)nc(N3CCOCC3)n1)OCO2	46[activator]	-14%	10%	-1	-2%	3%	-14%	-5%	-0.5%	2%	?
10	CCOc1ccccc1C=Nc1ccccc1C(=O)Nc1ccccc1	11	23%	6%	4	-1%	1%	-4%	-3%	4.2%	-4%	?
11	Cc1ccccc1NS(=O)(=O)c1csc(C(N)=O)c1	-1	-52%[inhibitor]	2%	3	-6%	1%	5%	5%	0.3%	nt	1%
12	CCCN(CCC)CCNC(=O)CCC(=O)Nc1ccc2nc(N3CCOCC3)cc(C)c2c1	1	?	nt	-4	-1%	-2%	-11%	0%	0.0%	nt	-16%
13	CCOc1ccc2nc(NC(NC(C)=O)(C(=O)OC)C(F)(F)F)sc2c1 (centres undefined)	-6	7%[7.66 µM]	-1%	-1	-9%	6%	2%	-1%	-0.1%	-1%	?
14	C/C(=N\NC(=O)c1c(Cl)c(C)nn1C)c1ccc(NC(=O)c2ccncc2)cc1	-1	-3%	7%	2	-9%	0%	17%	-1%	2.6%	-3%	?
15	CC1CCN(S(=O)(=O)c2cccc(C(=O)O)c2)CC1	-7	-12%[7.66 µM]	6%	10	-8%	1%	4%	0%	-0.4%	1%	-18%
16	NC(=O)CC[C@@H]1NC(=O)C(Cc2ccc(O)cc2)NC(=O)c2cc([N+](=O)[O-])cc(F)c2NCCC[C@@H](C(N)=O)NC1=O (some centres undefined)	nt	nt	nt	-6	nt	nt	1%	0%	-0.4%	11%	4%
17	COC(=O)NCC12CC3CC(C1)CC(CNC(=O)OC)(C3)C2	-3	12%	-3%	1	-5%	6%	3%	4%	-0.6%	-2%	2%
18	O=[N+]([O-])c1ccc(/C=N/n2c(CO)nc3ccccc32)s1	-106*	-51%[inhibitor]	-7%	-2	-10%	1%	-9%	-1%	-1.0%	5%	6%
19	CC(C(=O)OCC(=O)Nc1cccc(S(=O)(=O)N2CCOCC2)c1)N1C(=O)c2ccccc2C1=O (centres undefined)	10	-44%	0%	3	1%	0%	7%	4%	0.0%	-9%	-6%
20	O=C(Cn1cnc2c(cnn2-c2ccc(F)cc2)c1=O)N1CCN(c2ccccc2F)CC1	-16	-4%	1%	1	-1%	7%	-1%	-3%	-0.3%	-9%	0%
21	O=C(c1ccc2c(c1)OCO2)N1CCN=C1SCc1cccnc1	-16	7%	3%	1	0%	2%	0%	-4%	0.3%	7%	?
22	Cc1ccc(N(CC(N)=O)C2SC(=O)N(Cc3ccccc3)C2=O)cc1 (centres undefined)	6	-14%	-7%	0	-8%	0%	0%	1%	-0.3%	3%	2%
23	O=C(Nc1ccc(OCC(=O)N2CCOCC2)cc1)c1ccccc1Cl	?	-3%	nt	nt	-2%	-1%	nt	-7%	-0.1%	-5%	0%
24	CCOC(=O)c1sc2ncn(/N=C/N(C)C)c(=O)c2c1C	-13	0%	-1%	2	-9%	-6%	6%	-8%	-0.3%	-5%	8%
25	COc1ccc(N2C(=O)C3C4C=CC(CC4)C3C2=O)c([N+](=O)[O-])c1 (centres undefined)	-14	3%	-3%	2	nt	-1%	-20%	9%	0.0%	-2%	-2%
26	CCOC(=O)N/N=C/c1cccc(Cl)c1Cl	-9	-8%	-1%	-7	-2%	-1%	-19%	-9%	-0.4%	-5%	2%
27	CC(=O)Nc1ccc(Nc2nc(-c3cc4ccccc4oc3=O)cs2)cc1	-6	-42%	-14%	-4	0%	-1%	?	1%	0.2%	0%	-2%
28	Cc1cc(N/N=C/c2ccc3c(c2)OCO3)nc2ccccc12	24	8%	316%[activator]	-5	0%	2%	nt	5%	-0.2%	6%	-8%
29	CC1CCCCN1S(=O)(=O)c1ccc(NC(=O)c2ccco2)cc1 (centres undefined)	-2	11%	-3%	2	-4%	2%	8%	-6%	-1.6%	7%	-6%
30	CCOC(=O)c1ccc(N=C2SC(C(=O)NC)CC(=O)N2Cc2ccc(F)cc2)cc1 (centres undefined)	19	?	1%	2	0%	0%	9%	5%	0.1%	-2%	9%
31	NC(=O)COC(=O)c1cc(-c2cccs2)nn1-c1ccccc1	-5	-26%	3%	7	-3%	9%	-26%	-8%	0.1%	1%	-2%
32	CCn1nc(C(=O)OC2CCOC2=O)c2ccccc2c1=O (centres undefined)	1	5%	5%	11	15%	0%	22%	23%	0.0%	0%	?
33	Cc1ccc(NC(=O)CSc2nc3ccccc3c(=O)n2CCCN2CCCCC2)cc1C	-6	-69%[inhibitor]	-8%	1	-1%	-2%	?	4%	-0.9%	-3%	?
34	CCCCC(=O)Nc1sc2c(c1C#N)CC(C)(C)OC2	8	-7%	0%	6	-3%	nt	4%	0%	-0.5%	-2%	0%
35	C=CCn1c(=N)n(CC(O)COc2ccccc2OC)c2ccccc21 (centres undefined)	9	-48%[inhibitor]	-6%	0	0%	2%	-4%[11.7 µM]	3%	0.4%	4%	4%
36	CC(Sc1nc(-c2ccccc2)cc(C(F)(F)F)n1)C(=O)NCc1ccco1 (centres undefined)	-7	-22%	-3%	0	-1%	-4%	nt	-2%	0.3%	-3%	1%
37	CCCCNC(=O)CSc1nc2ccccc2c(=O)n1Cc1ccc2c(c1)OCO2	1	-10%	-5%	1	-1%	0%	4%	-1%	-0.8%	-4%	-5%
38	CC(C)(C)n1[nH]c2c3c(ccc2c1=O)C(=O)c1ccccc1C3=O	?	-59%[inhibitor]	-2%	-28	-2%	0%	nt	-2%	0.2%	-8%	?
39	COC(=O)c1cc(-c2ccc(OC)cc2F)nc2nc(SC)[nH]c(=O)c12	21	-5%	114%[activator]	0	-5%	4%	-14%	2%	-0.1%	nt	-14%
40	O=C(CN1CCOCC1)NCC12CC3CC(CC(C3)C1)C2	24	23%	-3%	0	0%	1%	-4%	5%	0.0%	-1%	-8%
41	COC(=O)CN1C(=O)N/C(=C/c2ccc(OC)cc2)C1=O	2	-9%	2%	-1	2%	1%	5%	-3%	-0.2%	-8%	19%
42	Cc1ccccc1NS(=O)(=O)c1cc(C(=O)Nc2cccc(N(C)S(C)(=O)=O)c2)ccc1C	2	-6%	-16%	0	-8%	2%	1%	-3%[0.46 µM]	-0.6%	2%	-6%
43	CN(C)S(=O)(=O)c1cccc(C(=O)NCc2cccs2)c1	-27	-2%	5%	2	0%	0%	nt	-3%	0.2%	4%	?
44	CC(C)(C)SCCNC(=O)/C=C/c1ccc(F)cc1	?	-32%	-3%	-3	0%	-5%	14%	0%	-0.1%	0%	?
45	CC1CN(C(=O)c2cn3ccccc3n2)CC(C)O1 (centres undefined)	-22	9%	7%	-2	-4%	8%	1%	2%	-0.4%	-3%	0%
46	S=c1[nH]c2ccc(Cl)cc2s1	-14	10%	-4%	10	-3%	-4%	34%[activator]	-6%	-0.7%	5%	?
47	O=C(Nc1cc(Cl)ccc1-n1cncn1)c1cc(F)c(F)c(F)c1F	-11	-1%	0%	nt	-2%	nt	nt	-3%	0.1%	nt	?

Screening data: PubChem BioAssay, National Center for Advancing Translational Sciences (NCATS)
